BRCA1 expr up = activators of BRCA1 expression | 380,000 compounds, 1.1% hits | Potency, µM (doses to about 46.1 µM), without a hit: at the highest dose activation, usual class: activators | MCF7-BRCA1-FFLuc reporter, luminescence, 48 h; response scale: scaled: vehicle 0%, 10 µM genistein 100% | AID 624202; also: nearly all actives have a fitted effect of over 80% in size; some results filed as inactive show a strong effect at the top dose
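Using MCF7 cells harboring a BRCA1 firefly luciferase reporter, plated 2 h before compound pinning, the screen measured luminescence after 48 h incubation. Responses were normalized to DMSO and 10 microM genistein, then fitted for concentration-effect.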
NPC1 promoter act = NPC1 promoter activation; AID 485313; Potency, µM (series often up to 9.22 µM), for the others: top-dose activation, actives largely listed as activators; 320,000 compounds, 2.4% hits; Huh7 NPC1 promoter luciferase reporter, 24 h;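 also: % of control where 0% means no effect; nearly all actives have a fitted effect of over 60% in size; reporter is driven by a mutant NPC1 promoter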
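Cells: Huh7 expressing luciferase under the NPC1 promoter, 1500/well. Seeded 2 h, compound added, incubated 24 h at 37 °C. Luciferase reagent, 10 min ambient, then luminescence.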
RORgamma inh = blocks mouse ROR gamma transcriptional activity. Drosophila S2 Gal4-RORgamma UAS-luciferase reporter, 20 h. Potency, µM (series often up to 53.6 µM), for inactives: at the highest dose activity change, negative = inhibition, actives largely listed as inhibitors. 310,000 compounds, 5.4% hits. AID 2551; also: % is scaled to controls: 0 for no effect and ±100 for the full control effect; nearly all actives have a fitted effect of over 60% in size
Target sequence (P51450 whole entry, looked up, the tested form may be a part): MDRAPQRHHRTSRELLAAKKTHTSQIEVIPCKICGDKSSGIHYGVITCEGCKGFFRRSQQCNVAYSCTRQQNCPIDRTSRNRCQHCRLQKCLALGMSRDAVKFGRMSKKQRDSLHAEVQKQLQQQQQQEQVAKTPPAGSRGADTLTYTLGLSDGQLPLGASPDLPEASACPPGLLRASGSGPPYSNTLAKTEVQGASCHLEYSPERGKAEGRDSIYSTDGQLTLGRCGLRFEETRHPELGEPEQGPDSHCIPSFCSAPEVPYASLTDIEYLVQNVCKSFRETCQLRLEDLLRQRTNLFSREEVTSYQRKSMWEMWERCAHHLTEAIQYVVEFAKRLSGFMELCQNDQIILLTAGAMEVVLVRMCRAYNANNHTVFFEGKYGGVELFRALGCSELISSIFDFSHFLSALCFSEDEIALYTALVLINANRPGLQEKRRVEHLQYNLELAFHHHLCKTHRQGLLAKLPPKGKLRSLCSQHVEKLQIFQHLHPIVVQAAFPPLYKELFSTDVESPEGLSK
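Drosophila S2 cells stably expressing Gal4-DBD/mouse RORγ fusion under metallothionein promoter plus UAS-luciferase; compound 1 h, then 700 uM CuSO4 induction for 20 h at ambient temperature; inhibition read as reduced luminescence.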
uPA generation = blocks generation of uPA at the cell surface; cell surface uPA generation assay, qHTS; Potency, µM (top dose mostly 38.3 µM), for the others: top-dose activity change, negative = inhibition, most hits filed as inhibitors; 330,000 compounds, 0.31% hits; AID 540303; active = well fitted inhibition curve with a large enough effect; inconclusive = small, poorly fitted or top-dose-only effect; inactive = no such curve, though single readings can be large or run the other way; tested in mouse RAW 264.7 cells; also: % is scaled to controls: 0 for no effect and ±100 for the full control effect; nearly all actives have a fitted effect of over 55% in size
Rab9 prom act = Rab9 promoter activation. Huh7 Rab9 promoter-luciferase reporter, luminescence, 24 h. 320,000 compounds, 2.8% hits. AID 485297. Potency, µM (titrated, usually from 9.22 µM), inactives show at the highest dose activation, negative = inhibition, actives largely listed as activators; also: % of control where 0% means no effect; nearly all actives have a fitted effect of over 60% in size
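Rab9 promoter-driven luciferase in stably transfected Huh7 cells; 1500 cells/well rested 2 h, exposed to compound in DMSO for 24 h at 37 °C, 5% CO2. Luminescence read 10 min after adding luciferase reagent at ambient temperature.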
VP16 counter = counter-screen for ROR gamma inhibitors: Gal4-VP16 reporter; Drosophila S2 Gal4-VP16 UAS-luciferase, luminescence, 20 h; 310,000 compounds, 3.5% hits; AID 2546; Potency, µM (series often up to 53.6 µM), for the others: top-dose activity, negative = inhibition, hits mostly inhibitors;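 also: Gal4-VP16 expression switched on by copper sulfate through the metallothionein promoter; % is scaled to controls: 0 for no effect and ±100 for the full control effect; nearly all actives have a fitted effect of over 50% in size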
ELG1 genotox = genotoxicity induction in ELG1-luciferase HEK293T cells. 330,000 compounds, 1.3% hits. HEK293T ELG1-luciferase reporter, luminescence, 16 h. Potency, µM (top dose mostly 46 µM), without a hit: top-dose activity change, positive = activation, actives largely listed as activators; also: % of control where 0% means no effect; nearly all actives have a fitted effect of over 60% in size
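Genotoxic stress is detected as increased luminescence from luciferase-tagged ELG1 in HEK293T cells, measured with ONE-Glo after a 16 hr treatment at 37 °C.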
p53 reactivator = restores transcriptional activity of mutant p53 | Potency, µM (highest dose often 92.2 µM), inactives show top-dose activity change, positive = activation, usual class: activators | AID 504706 | 320,000 compounds, 0.063% hits | H1299 p53-A138V BP100-luciferase reporter, luminescence, 24 h; also: % of control where 0% means no effect; nearly all actives have a fitted effect of over 45% in size
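p53-null H1299 cells stably carrying temperature-sensitive p53-A138V and a BP100-luciferase reporter were pinned with compounds (4-point, 1:5 series) and held 24 hrs at 37 deg C. Luminescence was read 10 min after detection reagent.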
FLuc modulator = inhibits or activates purified firefly luciferase, miR-21 counter-screen | P08659 | purified FLuc, Km substrates, luminescence inhibition | Potency, µM (series often up to 57.5 µM), for inactives: at the highest dose activity change, negative = inhibition, hits mostly inhibitors | 360,000 compounds, 6.9% hits;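 also: plate controls were vehicle for no effect and reference inhibitor for full effect; nearly all actives have a fitted effect of over 55% in size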
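Purified P. pyralis luciferase (10nM final) with 10uM D-luciferin and 10uM ATP (Km levels) in 50mM Tris acetate pH 7.5, 10mM Mg acetate, 0.01% Tween-20, 0.05% BSA; qHTS 6-point titration, ~60 µM downward; luminescence read.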
MBNL1 CUG block = blocks human MBNL1 binding to CUG repeat RNA; AID 2675; 280,000 compounds, 0.036% hits; TR-FRET MBNL1-His/biotin-(CUG)12 binding, 665/545 ratio; Potency, µM (doses to about 57.5 µM), for the others: at the highest dose activity change, negative = inhibition, most hits filed as inhibitors; active = well fitted inhibition curve with a large enough effect in the signal ratio, with a control signal flat, not every such curve was filed as active; inconclusive = small, poorly fitted or top-dose-only effect, or effect the other way, or a change in a side signal; inactive = no such curve, though single readings can be large or run the other way; the % refers to the signal ratio; also: % is scaled to controls: 0 for no effect and ±100 for the full control effect
Target sequence (Q9NR56 whole entry, looked up): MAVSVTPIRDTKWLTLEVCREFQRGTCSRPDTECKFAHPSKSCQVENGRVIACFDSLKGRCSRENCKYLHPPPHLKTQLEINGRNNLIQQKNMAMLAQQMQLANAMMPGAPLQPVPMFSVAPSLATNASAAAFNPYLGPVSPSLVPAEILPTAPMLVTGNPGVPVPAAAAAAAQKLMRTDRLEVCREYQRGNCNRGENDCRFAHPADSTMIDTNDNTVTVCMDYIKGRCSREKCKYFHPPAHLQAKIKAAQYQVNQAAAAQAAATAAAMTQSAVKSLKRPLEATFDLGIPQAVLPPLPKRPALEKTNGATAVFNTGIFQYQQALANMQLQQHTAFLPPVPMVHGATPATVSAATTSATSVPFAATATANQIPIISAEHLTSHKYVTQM
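MBNL1-His + Biotin-(CUG)12, cpd titration 92 nM–58 uM; Tb anti-His Ab 0.055 ng/ul, SA-XL665 5 nM (final); 60 min RT; ratiometric 665/545 nm, Ex 340 nm; normalized to buffer and full-complex controls.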
* marks the source's active call; other numbers are inactive results; ? = inconclusive; . = not tested or not shown; [ ] = dose if it differs, or a comment. Unless noted, calls follow the shape of the dose curve; as a rule, active = well fitted curve in the direction sought with a large enough effect; inconclusive = small, poorly fitted or top-dose-only effect, or another doubt; inactive = no such curve, though single readings can be large; an effect the other way counts as inactive or inconclusive. Potency is read from the fitted curve at half-maximal effect.

| nr | compound | NPC1 promoter act | RORgamma inh | ELG1 genotox | Rab9 prom act | MBNL1 CUG block | BRCA1 expr up | VP16 counter | uPA generation | p53 reactivator | FLuc modulator |
| --- | --- | --- | --- | --- | --- | --- | --- | --- | --- | --- | --- |
| 1 | CCC(=O)Nc1ccc(NC(=O)c2ccccc2Cl)nc1 | 13% | 19% | ? | 26% | 6% | 37% | 0% | -3% | ? | ? |
| 2 | Nn1c(SCC(=O)N2CCN(S(=O)(=O)c3ccccc3)CC2)nnc1-c1cccs1 | 3% | 1% | -1% | 0% | -4% | -1% | -11% | -3% | 0% | -1% |
| 3 | CCOC(=O)C(CC)Sc1ncnc2c1nnn2-c1ccc(F)cc1 (stereo not drawn) | 13% | -42% | 6% | 3% | 4% | 10% | -11% | -3% | 29% | -19% |
| 4 | CC(NC(=O)C1CCCCC1)C(c1cccs1)N1CCOCC1 (stereo not drawn) | -1% | 0% | -3% | -3% | -7% | -3% | 4% | -16% | 0% | -1% |
| 5 | O=c1[nH][nH]c(=S)n1-c1ccccc1C(F)(F)F | 3% | 4% | 0% | 1% | 4% | . | -3% | . | 4% | ? |
| 6 | CNC(=O)c1[nH]cnc1C(=O)Nc1ccccn1 | 3% | -28% | 6% | 0% | -5% | -40% | -15% | 3% | -1% | ? |
| 7 | O=C(CNS(=O)(=O)c1ccccc1)NCC(=O)OCc1ccc(Cl)cc1 | 0% | 0% | 1% | -2% | -19% | -4% | 2% | 4% | -1% | -1% |
| 8 | O=C(CSc1nnc(Cc2cccs2)n1C1CCCCC1)N1CCCc2ccccc21 | 7% | 18% | -9% | -3% | -12% | -26% | -2% | -6% | 8% | -5% |
| 9 | Cc1ccc(CN(C)C(=O)C2CCC(=O)N(CC3CCCCC3)C2)o1 (stereo not drawn) | 1% | 30% | -4% | 2% | 0% | 4% | -11% | -13% | -2% | 2% |
| 10 | Cc1cc(C)n(-c2nc3c(c(=O)[nH]c(=O)n3C)n2CC(C)C)n1 | 3% | 8% | 1% | 11% | -12% | -23% | -14% | -4% | 14% | -2% |
| 11 | COc1ccc(S(=O)(=O)Nc2nc3c(s2)CCCC3)cc1 | -3% | ? | 0% | 3% | . | -8% | 19% | -2% | 14% | ? |
| 12 | O=C(O)c1cnn(-c2ccccc2)c1-c1ccccc1 | 2% | 17% | 1% | -5% | -4% | 0% | 2% | -3% | 9% | 2% |
| 13 | O=C(Cn1[nH]c(=O)c2ccccc2c1=O)Nc1ccc2c(c1)CCC2 | 11% | ? | 9% | -6% | -7% | -4% | 24% | 3% | 0% | -15% |
| 14 | Cc1ccccc1C1NC(c2ccccc2C)C(C)C(=O)C1C (stereo not drawn) | 0% | -2% | -4% | 0% | 3% | -18% | -13% | -7% | 1% | 1% |
| 15 | CCCCCCCNc1nc(Cl)nc(NCCO)n1 | -1% | -16% | 4% | -16% | -6% | -27% | 0% | -25% | -2% | -14% |
| 16 | Cc1cc(C(=O)CSc2nc3ccccc3c(=O)[nH]2)c(C)n1CC1CCCO1 (stereo not drawn) | 16% | ? | 14% | ? | 7% | 20% | ? | -5% | 18% | 13µM* |
| 17 | CCOC(=O)CCc1c(C)c(C#N)c2nc3ccccc3n2c1-n1ccnc1C | 1% | 2% | 0% | ? | 1% | 0%[1.84 µM] | 18% | 3% | -5% | 3% |
| 18 | CCCN(CC1CC1)C(=S)NC(=O)c1ccc(S(=O)(=O)N2CCOCC2)cc1 | -8% | 0.35µM* | -8% | -4% | -4% | -6% | 0.89µM* | -1% | -3% | -13% |
| 19 | O=C(NCC1CC1)c1onc(CSc2ccncc2)c1C(=O)NCC1CC1 | -5% | 1% | -3% | -12% | -4% | 9% | 1% | 7% | -5% | 0% |
| 20 | COc1cc(C2C=C(c3cccs3)Nc3ncnn32)cc(OC)c1OC (stereo not drawn) | -15% | ? | -10% | -25% | 22% | -65% | ? | -4% | -3% | 2% |
| 21 | Cc1ccc(NC(=O)c2ccccc2NS(=O)(=O)c2ccc(Cl)s2)cc1 | -5% | ? | -4% | -9% | . | -80% | 20µM* | -5% | . | ? |
| 22 | COc1ccc2ccccc2c1C1CC(=O)N2CN(Cc3ccco3)CSC2=C1C#N (stereo not drawn) | 1% | 10µM* | -2% | -3% | 13% | -19% | ? | -8% | -1% | ? |
| 23 | COc1cc(N)c(Cc2nccc3cc(OC)c(OC)cc23)cc1OC | -13% | -38% | 5% | -16% | ? | -9% | 10% | -3% | -2% | 2% |
| 24 | Cc1cccc(NS(=O)(=O)c2ccc(OCC(=O)N3CCCC3)cc2)c1 | -5% | 0% | -1% | 1% | -1% | -15% | -6% | 4% | -10% | 4% |
| 25 | O=C(NC1CCS(=O)(=O)C1)c1ccc(S(=O)(=O)N2CCCC2)cc1 (stereo not drawn) | 0% | -11% | 1% | -2% | -4% | -4% | 0% | 3% | 0% | 1% |
| 26 | O=C(Nn1c(-c2ccncc2)nc2ccccc2c1=O)c1ccc([N+](=O)[O-])cc1Cl | 0% | -26% | 0% | 1% | ? | -1% | 2% | -1% | -1% | 4% |
| 27 | CC(=O)N1c2ccc([N+](=O)[O-])cc2NC(=O)CC1C (stereo not drawn) | 0% | -2% | 1% | -3% | ? | -4% | ? | 0% | 0% | -2% |
| 28 | CN1CCN(C(=O)C2=C[C@@H](C3CC3)C[C@@H](OCc3ccc(CO)cc3)O2)CC1 | -5% | 4% | 4% | -5% | -1% | 7% | -13% | -3% | 0% | 2% |
| 29 | CCOC(=O)C1CCCN(C(=O)c2cn(CC(C)C)c(=O)c3cc(OC)c(OC)cc23)C1 (stereo not drawn) | 10% | ? | 3% | 1% | 2% | -20% | 16% | 3% | -12% | 2% |
| 30 | CCOc1ccc(CN2CCN(C(=O)c3cccc(F)c3)CC2)cc1 | -6% | 42% | 3% | -14% | ? | -51% | -2% | -6% | 2% | 4% |
| 31 | CCc1nn(CCCC(=O)N2CCN(c3cccc(C)c3C)CC2)c(=O)c2cc3occc3n12 | -2% | 41% | -11% | 0% | 3% | -23% | 1% | ? | 2% | -1% |
| 32 | Cc1oc(-c2cccc(C(F)(F)F)c2)nc1CN1CCN(c2ccccn2)CC1 | -2% | -8% | 0% | 12% | -12% | -7% | -14% | 2% | 5% | 3% |
| 33 | CCN1C(=O)[C@@H]2[C@@H](c3ccc(-c4ccc(F)cc4)c(OC)c3)N3CCC[C@@]3(C(=O)OC)[C@@H]2C1=O | . | . | 0% | . | . | -12% | . | 4% | -4% | . |
| 34 | CC1=C(C(=O)Nc2cccc(C(=O)NC(C)c3ccccc3)c2)SCCO1 (stereo not drawn) | -3% | 21% | -1% | -3% | -5% | -35% | 2% | 11% | 1% | -17% |
| 35 | COc1cc(/C=N/Nc2ccc(S(N)(=O)=O)cc2)cc(OC)c1OC | -8% | 1% | 4% | 1% | 11% | -68% | 0% | -3% | 0% | -18% |
| 36 | NC(=O)[C@H](Cc1cc2ccccc2s1)NC(=O)[C@@H]1CC2(CC(c3cccc(NC(=O)[C@@H]4CCC(=O)N4)c3)=NO2)CN1C(=O)/C=C/c1c(F)cccc1Cl (stereo partly drawn) | -2% | -1% | 3% | 15% | -7% | -19% | -5% | 3% | 14% | -2% |
| 37 | Cc1oc(-c2ccccc2F)nc1CSCC(=O)NC1CCC(C)CC1 (stereo not drawn) | -2% | -7% | -1% | -1% | -1% | -34% | -3% | -2% | -3% | -10% |
| 38 | Cc1ccccc1NC(=O)Nc1ccc2c(c1)CCC2 | 2.8µM* | -4% | ? | 2.5µM* | 2% | ? | 29% | -6% | 13% | 2.4µM* |

Entries from the list above with a thiophene ring, fused or not:
| nr | compound | NPC1 promoter act | RORgamma inh | ELG1 genotox | Rab9 prom act | MBNL1 CUG block | BRCA1 expr up | VP16 counter | uPA generation | p53 reactivator | FLuc modulator |
| --- | --- | --- | --- | --- | --- | --- | --- | --- | --- | --- | --- |
| 2 | Nn1c(SCC(=O)N2CCN(S(=O)(=O)c3ccccc3)CC2)nnc1-c1cccs1 | 3% | 1% | -1% | 0% | -4% | -1% | -11% | -3% | 0% | -1% |
| 4 | CC(NC(=O)C1CCCCC1)C(c1cccs1)N1CCOCC1 (stereo not drawn) | -1% | 0% | -3% | -3% | -7% | -3% | 4% | -16% | 0% | -1% |
| 8 | O=C(CSc1nnc(Cc2cccs2)n1C1CCCCC1)N1CCCc2ccccc21 | 7% | 18% | -9% | -3% | -12% | -26% | -2% | -6% | 8% | -5% |
| 20 | COc1cc(C2C=C(c3cccs3)Nc3ncnn32)cc(OC)c1OC (stereo not drawn) | -15% | ? | -10% | -25% | 22% | -65% | ? | -4% | -3% | 2% |
| 21 | Cc1ccc(NC(=O)c2ccccc2NS(=O)(=O)c2ccc(Cl)s2)cc1 | -5% | ? | -4% | -9% | . | -80% | 20µM* | -5% | . | ? |
| 36 | NC(=O)[C@H](Cc1cc2ccccc2s1)NC(=O)[C@@H]1CC2(CC(c3cccc(NC(=O)[C@@H]4CCC(=O)N4)c3)=NO2)CN1C(=O)/C=C/c1c(F)cccc1Cl (stereo partly drawn) | -2% | -1% | 3% | 15% | -7% | -19% | -5% | 3% | 14% | -2% |
